UTI89 phage lysis – inhibition of K1F phage lysis, E. coli UTI89, bacterial capsule biogenesis inhibitors, alamar blue (AID 488966); E. coli UTI89 K1F phage lysis, alamar blue, 2 h; higher % means a stronger effect; inhibition, % at 100 µM; hits with a dose series show IC50 in µM; 340,000 tested, 0.02% active;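 active = phage lysis inhibition, versus mean bacterial control, above a set limit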;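 also: capsule biogenesis inhibitors block K1F phage lysis so surviving cells raise fluorescence; higher fluorescence means more inhibition of phage lysis; actives were called in the ten point dose series up to 300 µM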
* = called active by the depositor; i = inactive; [ ] = dose if it differs, or a comment.

SMILES | UTI89 phage lysis
COc1cc(C(=O)Nc2ccc(C(F)(F)F)cc2)ccc1OCC(=O)N1CCOCC1 | 0.1%[50 µM]
O=C(O)/C(CC(=O)c1ccc(Cl)cc1)=N/Nc1ccc([N+](=O)[O-])cc1[N+](=O)[O-] | 0.2%
COc1ccc(CNC(=O)Cn2cnc3c(OCc4ccccc4)ncnc32)cc1 | 0.3%
Nc1ccc(-c2nnn(Cc3ccccc3)n2)cc1 | -0.2%
Cc1cc(C(=O)NNC(=O)c2ccc(Cl)cc2Cl)c(C)o1 | 1.2%[50 µM]
CC(=O)c1cccc(N2C(=NC(=O)COc3ccccc3)SC3CS(=O)(=O)CC32)c1 (stereo not given) | -0.1%
CCN(C[C@H]1N[C@@](Cc2ccccc2)(C(=O)OC)[C@H]2C(=O)N(Cc3ccccc3)C(=O)[C@@H]12)S(=O)(=O)c1ccc(C(C)(C)C)cc1 | 0.2%
C=CC1=C2C=C(C3CC3)N(C3CC3)C=C2C(=O)C(C)(OC(=O)c2ccco2)C1=O (stereo not given) | -0.2%
Cc1ccc(S(=O)(=O)N(Cc2c(F)cccc2Cl)C(=O)N2CCN(C)CC2)cc1 | 1.4%[50 µM]
Cc1ccc(C(=O)OCC(=O)NNC(=O)c2ccc([N+](=O)[O-])cc2)o1 | 1.7%[50 µM]
COc1ccc(Cl)cc1/C=C1/C(=O)ON=C1C | 0.1%
COc1cccc(NC(=O)COC(=O)/C=C/c2c(C)nn(-c3ccccc3)c2C)c1 | 0.3%[50 µM]
CC1CCCC(NC(=O)c2ccc3c(c2)NC(=O)CS3)C1C (stereo not given) | 0.0%
CC(=O)NNS(=O)(=O)c1scc(S(=O)(=O)c2ccc(Cl)cc2)c1C | -0.1%
Cc1cccc(/C=N/NC(=O)c2cc(Br)ccc2O)n1 | 0.4%
CC(=O)c1cccc(NC(=S)NC(=O)Cc2ccc(Cl)cc2)c1 | 0.2%
NC(=O)C1CCN(S(=O)(=O)c2cc3c4c(c2)CCN4C(=O)CC3)CC1 | 0.7%[50 µM]
COc1ccc(CN(C)C(C)C(=O)Nc2cccc3ccccc23)cc1 (stereo not given) | 0.2%
COc1ccc(C2=NN(C(=O)CSc3nc(=O)n4ccc(C)cc4n3)C(c3ccc(C)cc3)C2)cc1 (stereo not given) | 0.0%[50 µM]
COC(=O)c1ccc(/C=C/c2c(-c3ccc(OC)cc3)oc3ccc(N4CCOCC4)cc23)cc1 | -7.4%
CC1CC(C)CN(CCCNC(=O)c2nn(C)c3c2CS(=O)(=O)c2ccccc2-3)C1 (stereo not given) | 1.6%
Cc1cccc(N(C)Cc2nnc(-c3cccc(Br)c3)o2)c1 | 0.0%
Nc1nonc1-n1nnc(C(=O)N/N=C/c2cc(Cl)ccc2O)c1CN1CCCCCC1 | -0.5%
Clc1cccc(-c2nc(-c3ccc(-c4nn[nH]n4)cc3)no2)c1 | i
CCOc1ccc(NC(=O)CN(C)C(=O)CC2CCCC2)cc1OCC | 0.4%[50 µM]

A different layout for 2 compounds above.
Molecule	UTI89 phage lysis
COc1ccc(CNC(=O)Cn2cnc3c(OCc4ccccc4)ncnc32)cc1	0.3%
CC(=O)c1cccc(NC(=S)NC(=O)Cc2ccc(Cl)cc2)c1	0.2%

(continued)
SMILES | UTI89 phage lysis
O=C(NCc1ccccc1Cl)C1CCCN(c2ncnc3c2nc2n3CCCCC2)C1 (stereo not given) | -0.1%
O=C1C(Br)=C(c2ccccc2)C(c2ccccc2)=C1c1ccccc1 | -0.2%
Cc1nc(C)c(-c2ccc(SCC(=O)Nc3cccc(F)c3)nn2)s1 | 0.1%
Cc1nc(Nc2ccccc2Br)c2nnn(Cc3ccccc3)c2n1 | 12.0%
COc1ccc(OC)c(NC(=O)CCS(=O)(=O)c2cc3c(cc2C)NC(=O)CO3)c1 | 0.1%
COc1ccc(CNC(=O)c2cc(S(=O)(=O)N3CCCCC3)ccc2Cl)cc1OC | 0.3%
COc1cccc(OC)c1C(=O)Nc1ccc2nc(C)c(C)nc2c1 | 0.2%
C[C@H]1CN([C@@H](C)CO)C(=O)c2cc(NC(=O)Nc3cccc4ccccc34)ccc2O[C@@H]1CN(C)Cc1ccc(-c2ccccc2)cc1 | 0.6%
Cc1c(OC(C)C(=O)NC2CC(C)(C)NC(C)(C)C2)ccc2c3c(c(=O)oc12)CCC3 (stereo not given) | -0.1%
COc1ccccc1CNC(=O)COC(=O)c1c(C)nn(-c2ccccc2)c1Cl | 2.0%[50 µM]
Cc1c(O)ccc2c(CC(=O)N[C@@H](Cc3c[nH]c4ccccc34)C(=O)O)cc(=O)oc12 | -0.6%[50 µM]
COc1ccccc1NS(=O)(=O)c1cc(-c2cnc(C3CC3)o2)ccc1C | 0.2%
O=C(O)C(c1ccccc1)N1C(=O)/C(=C\c2ccc(-c3cccc(Cl)c3)o2)SC1=S (stereo not given) | 0.1%
COc1ccccc1NC(=O)CNC(c1ccccc1)c1ccccc1 | -0.1%
O=C(COc1ccc([N+](=O)[O-])cc1)Nc1ccc(N2CCN(C(=O)c3ccco3)CC2)cc1 | -0.3%
CC(C)(C)NC(=O)N1c2ccccc2Sc2ccccc21 | 0.3%
Cn1c(=O)c2nc(NCc3ccccc3)sc2n(C)c1=O | 3.7%
CCCCn1c(N)c(N(CC(C)C)C(=O)c2oc3c(Cl)cccc3c2C)c(=O)[nH]c1=O | 0.8%[50 µM]
COc1ccccc1CNC(=O)COc1ccc(Br)c(C)c1 | 0.2%
Cc1ccc(C)c(OCC(=O)N(Cc2nnc(-c3ccccc3Cl)o2)C2CC2)c1 | -0.1%[50 µM]
CCOc1ccc(-c2cccc(NS(=O)(=O)c3ccc([N+](=O)[O-])cc3)c2)nn1 | -1.1%[50 µM]
Cc1ccc(NC(=O)c2ncn(CCCN3CCN(c4ncccn4)CC3)n2)cc1C | -0.1%
COc1ccccc1C(=O)Nc1nnc(S(=O)(=O)N2CCCCCC2)s1 | 1.0%
COc1ccc(NC(=O)c2cc(-c3ccccc3)nc3c2cnn3C(C)C)cc1 | 0.7%[50 µM]
CCCCC(Sc1nc(N)c(NC(=O)c2ccco2)c(=O)[nH]1)C(=O)O (stereo not given) | 0.1%

Some of these compounds in order of molecular weight, ascending.
SMILES | UTI89 phage lysis
COc1ccc(NC(=O)c2cc(-c3ccccc3)nc3c2cnn3C(C)C)cc1 | 0.7%[50 µM]
Cc1nc(Nc2ccccc2Br)c2nnn(Cc3ccccc3)c2n1 | 12.0%
CCCCn1c(N)c(N(CC(C)C)C(=O)c2oc3c(Cl)cccc3c2C)c(=O)[nH]c1=O | 0.8%[50 µM]
O=C(O)C(c1ccccc1)N1C(=O)/C(=C\c2ccc(-c3cccc(Cl)c3)o2)SC1=S (stereo not given) | 0.1%

Back to the main list, starting two compounds before the break.
SMILES | UTI89 phage lysis
COc1ccc(NC(=O)c2cc(-c3ccccc3)nc3c2cnn3C(C)C)cc1 | 0.7%[50 µM]
CCCCC(Sc1nc(N)c(NC(=O)c2ccco2)c(=O)[nH]1)C(=O)O (stereo not given) | 0.1%
CCOC(=O)C1CCN(C(=O)CNC(=O)c2nn(-c3ccc(OC)c(OC)c3)c(=O)c3ccccc23)CC1 | 0.3%
Cc1cccc(N2CCN(C(=O)CCC(=O)N3CC(C)Oc4ccc(C)cc43)CC2C)c1 (stereo not given) | -0.5%
Cc1cc(C)c(S(=O)(=O)N2CCN(C(=O)c3ccc(-n4cncn4)c([N+](=O)[O-])c3)CC2)c(C)c1 | -0.1%[50 µM]
COc1ccc(C(=O)NCC(=O)N2CCN(c3ccc(Cl)cc3)CC2)cc1 | 0.1%
CCOc1ccc2nc(N(CCCN(C)C)C(=O)c3ccc4c(c3)CCCC4)sc2c1 | 1.8%[50 µM]
O=C1OCCN1C(=O)[C@H]1[C@H](c2ccc([N+](=O)[O-])cc2)C(c2ccccc2)=NN1c1ccc(Br)cc1 | 0.3%
N#Cc1c(-c2ccc3c(c2)OCO3)cc[nH]c1=O | 0.2%
COc1ccc(-n2c(SCC(=O)N3CCCCC3)nc3ccccc3c2=O)cc1 | 0.1%
CC(C)(C)Cc1nnc(NC(=O)CSc2ccccc2)s1 | -1.1%
O=C1CN(C(=O)COC(=O)c2ccc(Cl)c(S(=O)(=O)N3CCCCC3)c2)c2ccccc2N1 | 0.5%[50 µM]
CCCCn1c(N)c(N(CCOC)C(=O)CSc2ccccc2C)c(=O)[nH]c1=O | 1.0%[50 µM]
CCC[C@@H]1CCCC/C=C\CCCC(=O)OCCN1C(=O)OC(C)(C)C | 1.8%
O=C(COC(=O)CNC(=O)c1ccccc1)Nc1nnc(-c2ccccc2)o1 | 1.2%[50 µM]
CCN1CCc2c(sc(NC(=O)Cc3ccccc3)c2C(N)=O)C1 | -0.6%
O=C(COC(=O)CCS(=O)(=O)c1ccccc1)Nc1ccc(N2CCCCC2)cc1 | -0.3%[50 µM]
Cc1ccc(CNC(=O)c2cc(-c3ccccc3)nn2CC2CC(c3cccnc3)=NO2)cc1 (stereo not given) | 2.9%
Cc1nc2scc(C)n2c(=O)c1S(=O)(=O)N1CCN(c2cccc(C(F)(F)F)c2)CC1 | -0.2%
Cc1cccc(OCC(=O)OCC(=O)Nc2sccc2C(N)=O)c1 | 0.8%[50 µM]
CCN(C[C@H]1N[C@@](CC)(C(=O)OC)[C@H]2C(=O)N(Cc3ccccc3)C(=O)[C@@H]12)C(=O)C1CCCCC1 | 0.3%
CC(=O)Nc1cccc(C(=O)OCC(=O)N2CCC(c3ccccc3)=N2)c1 | 0.8%[50 µM]
CC(C)CN1CCC(=O)N(CCOc2ccccc2)CC1 | 0.6%
COCCNC(=O)C1Cc2cc(S(=O)(=O)N3CCCC3)ccc2N1C(C)=O (stereo not given) | 0.0%
Cc1cccc(C(=O)Nc2cc(S(=O)(=O)N3CCOCC3)ccc2N2CCCC2)c1 | 0.1%[50 µM]
O=C(NC1CCN(C(=S)Nc2ccc(F)cc2)CC1)C1CCCCC1 | 1.9%
Cc1ccc(NC(=O)CN(C)C(=O)C(C)OC(=O)c2ccccc2NCCO)cc1 (stereo not given) | 0.4%[50 µM]

The list continues:
SMILES | UTI89 phage lysis
Cc1cc(C)c(OCC(=O)NCC2COc3ccccc3O2)c(C)c1 (stereo not given) | 1.7%[50 µM]
COC(=O)c1cc(NC(=O)COC(=O)CN2C(=O)C3CC=CCC3C2=O)cc(C(=O)OC)c1 (stereo not given) | 0.3%[50 µM]
C[C@@H](C(=O)Nc1cccnc1)n1c(=O)[nH]c2ccccc2c1=O | 5.4%
O=C(COc1ccc(F)cc1Cl)Nc1ccccc1C(=O)N1CCCCC1 | 0.3%[50 µM]
CC1CCCCN1C(=S)NC(=O)c1ccco1 (stereo not given) | 0.6%[50 µM]
COc1ccc(C(C(=O)NC2CCCC2)N(C(=O)c2snc(C(N)=O)c2N)c2cc(C)ccc2OC)cc1OC (stereo not given) | 0.5%
Fc1cnc(Cl)nc1NC1CCCCC1 | 0.8%[50 µM]
CCOC(=O)c1c(N)sc2c1CCN(CCc1ccccc1)C2 | 0.5%
COc1ccc(NC(=O)C2CC(=O)N(c3ccccc3Cl)C2)c(OC)c1 (stereo not given) | -1.2%
CN(CC(=O)Nc1ccc(N2CCOCC2)cc1)C(=O)c1cn(-c2ccccc2)nc1-c1ccccc1 | 0.9%[50 µM]
O=C(COC(=O)c1ccco1)NC12CC3CC(CC(C3)C1)C2 | 3.5%
O=C(Cc1cccs1)NCCS(=O)(=O)N1CCN(c2ccccc2F)CC1 | 0.6%[50 µM]
COc1ccc(NC(=O)CN2C(=O)NC3(CCCC3)C2=O)cc1Cl | -0.1%
CCOc1ccc(N(CC(=O)NC2CCCCC2C)S(=O)(=O)c2c(C)noc2C)cc1 (stereo not given) | 0.2%
COc1ccc(S(=O)(=O)Nc2ccc3c(c2)n(C)c(=O)n3C)cc1F | -0.1%
O=C1CN(C(=O)c2ccccc2F)C(c2ccc(F)cc2)c2cc(Br)ccc2N1 (stereo not given) | 0.2%
Cc1ccc(C(C(=O)NCC2CCCO2)N(C(=O)c2snc(C(N)=O)c2N)c2ccc(F)cc2)o1 (stereo not given) | 0.1%
Cc1ccc(C)c(C(=O)CN2C(=O)NC3(CCc4ccccc43)C2=O)c1 (stereo not given) | 0.4%[50 µM]
Cc1ccccc1C(=O)NCC(=O)NC1CC1 | 0.4%[50 µM]
COc1ccc(/C=C/C(=O)NC2CCN(Cc3ccccc3)CC2)cc1OC | -0.2%
Cc1ccc(C(=O)N2CCN(c3nc4ccccc4n3C)CC2)cc1 | 0.1%
COc1cc(C(C)=O)ccc1OCC(=O)Nc1ccc2nc(C)sc2c1 | 0.2%[50 µM]
CC1C(=O)N2CCCc3cc(S(=O)(=O)N(C)CCC#N)cc1c32 (stereo not given) | 0.5%
COc1cc(/C=C/c2ccc3cccc(O)c3n2)cc(OC)c1OC | 0.1%
COc1ccc(/C=C/c2c(-c3ccc(OC)cc3)oc3cccnc23)cc1 | 0.1%

Compounds above with a cyano group:
SMILES | UTI89 phage lysis
N#Cc1c(-c2ccc3c(c2)OCO3)cc[nH]c1=O | 0.2%
CC1C(=O)N2CCCc3cc(S(=O)(=O)N(C)CCC#N)cc1c32 (stereo not given) | 0.5%

(listing goes on)
SMILES | UTI89 phage lysis
Cc1ccc(S(=O)(=O)c2cc3ccc(O)cc3oc2=O)cc1C | 0.0%
COCCN(C(=O)c1csnn1)C(C(=O)NC1CCCC1)c1ccccc1 (stereo not given) | -0.7%
COc1ccc(NC2CCCN(C(=O)C3(C)CCCCC3)C2)cc1OC (stereo not given) | 0.1%
O=C(Cc1cccc(NC(=O)C2CCN(C(=O)C3CC3)CC2)c1)Nc1cccc(C(=O)N2CCCC2)c1 | -1.1%
COc1ccccc1-n1cnc2sc(C)c(C)c2c1=O | 0.1%
Cc1ccc(NC(=O)CC(C)S(=O)(=O)c2ccc3c(c2)NC(=O)CO3)cc1C (stereo not given) | -0.2%
CCOc1ccccc1OCCCC(=O)NNC(=O)c1ccc(F)cc1 | 0.6%
CCn1c(C)c(C(=O)c2ccccc2)c(C#N)c1C(=O)O | 0.0%
COc1ccccc1CNC(=O)c1ccc(CS(=O)(=O)c2ccccc2C)o1 | 0.3%

An excerpt; the hit share may differ from the screen's.
